High-throughput results: PubChem BioAssay, Sanford-Burnham Center for Chemical Genomics
UPR CHOP act = apoptotic UPR (CHOP) activation | AID 449763 | actives 0.34% (n = 330,000) | CHO-CHOP luciferase reporter, luminescence; percent of tunicamycin response over DMSO baseline | activation, % at 10 µM;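 active = at 10 µM dose, activation of 40% or more, normalized to positive control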;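 note: 100% = tunicamycin at 10 µg/mL and 0% = DMSO alone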
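System: CHO CHOP reporter cells. Amount: 500 cells per well. Buffer or medium: F12 medium, 10% FBS. Compound dosing: one dose, 10 µM in 0.5% DMSO. Incubation: 6 h compound exposure at 37 °C after overnight seeding. Technique: Steady-Glo luciferase luminescence. Benchmarks: tunicamycin and DMSO controls.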
APJ ag = APJ receptor agonism. actives 0.11% (n = 330,000). P35414. CHO-K1 APJ PathHunter beta-arrestin, luminescence; 0% DMSO wells, 100% apelin. activation, % at 20 µM;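 active = activation more than six SD over the plate average, tested at 20 µM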;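 note: 0% = DMSO alone and 100% = apelin-13 at 10 nM; some results filed as inactive read as strong as hits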
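Incubation: overnight seeding, 90 min compound at 25 °C, 1 h detection; test system: PathHunter CHO-K1 APJ (AGTRL-1) beta-arrestin reporter cells; amount: 1000 cells/well; doses: one dose, 20 µM compound, 1% DMSO; measured by: beta-gal luminescence; measure: agonist-driven arrestin binding to APJ; benchmarks: negative DMSO alone, positive Apelin-13 at 10 nM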
APJ antag = blocks the human apelin receptor APJ; actives 0.32% (n = 330,000); CHO-K1 APJ beta-arrestin complementation, luminescence; AID 2521; inhibition, % at 20 µM; P35414;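 active = inhibition above about 40% at 20 µM, limit read from the data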;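 note: cells challenged with 10 nM apelin-13 agonist together with compound; plate controls were apelin-13 plus DMSO wells for no effect and DMSO wells lacking apelin-13 for full effect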
UPR XBP1 act = activators of adaptive arm of unfolded protein response (XBP1) | actives 0.33% (n = 330,000) | activation, % at 20 µM | CHO-XBP1 luciferase reporter, IRE1-XBP1 UPR activation, luminescence; percent of tunicamycin response, DMSO as zero | AID 463104;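 active = versus positive control, 20 µM dose yields 30% or more activation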;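 note: 100% = tunicamycin at 10 µg/mL and 0% = DMSO only wells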
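Material – CHO cell line with stable XBP1 luciferase reporter · Buffer or medium – F12 plus 10% FBS · Compound – single point, 20 µM final compound, 1% DMSO · Schedule – 16-18 h cell attachment at 37 °C, then 6 h compound exposure · Signal – Steady-Glo luminescence read · Benchmarks – high control tunicamycin 10 µg/mL final, low control DMSO vehicle only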
Mdm2 MdmX PPI = disrupts the human Mdm2-MdmX interaction | SaOS-2 split-luciferase Mdm2/MdmX complementation, luminescence | inhibition, % at 8 µM | actives 3% (n = 330,000);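 active = inhibition of at least 50% at 8 µM in the primary screen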
Target sequence (O15151 whole entry, looked up): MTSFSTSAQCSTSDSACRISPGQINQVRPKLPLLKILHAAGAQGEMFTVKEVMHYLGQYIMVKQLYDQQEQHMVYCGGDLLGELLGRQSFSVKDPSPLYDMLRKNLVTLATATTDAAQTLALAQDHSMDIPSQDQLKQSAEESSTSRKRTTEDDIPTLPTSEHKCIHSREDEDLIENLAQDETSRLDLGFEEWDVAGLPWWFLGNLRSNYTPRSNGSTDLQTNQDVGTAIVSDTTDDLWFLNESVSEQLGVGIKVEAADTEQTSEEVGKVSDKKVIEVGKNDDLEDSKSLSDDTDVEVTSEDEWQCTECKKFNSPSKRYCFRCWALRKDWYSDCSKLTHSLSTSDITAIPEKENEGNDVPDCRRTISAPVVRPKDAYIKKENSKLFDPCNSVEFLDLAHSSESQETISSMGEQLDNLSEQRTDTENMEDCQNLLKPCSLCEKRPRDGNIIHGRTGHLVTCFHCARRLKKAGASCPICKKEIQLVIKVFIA
Target sequence (Q00987 whole entry, looked up): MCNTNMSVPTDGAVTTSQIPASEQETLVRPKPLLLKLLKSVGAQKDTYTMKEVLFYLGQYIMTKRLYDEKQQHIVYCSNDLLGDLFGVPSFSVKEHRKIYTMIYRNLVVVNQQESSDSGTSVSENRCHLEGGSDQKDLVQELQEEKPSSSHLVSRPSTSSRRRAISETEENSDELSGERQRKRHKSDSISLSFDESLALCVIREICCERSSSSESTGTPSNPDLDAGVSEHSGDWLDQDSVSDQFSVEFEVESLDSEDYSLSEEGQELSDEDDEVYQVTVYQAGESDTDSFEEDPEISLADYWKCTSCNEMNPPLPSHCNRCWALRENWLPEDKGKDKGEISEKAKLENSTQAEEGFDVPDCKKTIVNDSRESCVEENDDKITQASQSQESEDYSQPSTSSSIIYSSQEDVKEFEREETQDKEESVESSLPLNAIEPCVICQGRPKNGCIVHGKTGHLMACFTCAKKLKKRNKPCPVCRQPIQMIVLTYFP
CCR6 antag = CCR6 (human) receptor antagonism. actives 0.49% (n = 340,000). AID 493098. CHO-K1 CCR6 PathHunter beta-arrestin, luminescence, CCL20-stimulated. P51684. inhibition, % at 20 µM;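 active = compounds whose inhibition of the agonist-driven luminescence signal at 20 µM reaches about 50%, limit read from the data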;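 note: cells stimulated with CCL20 at 14 nM final; plate controls were DMSO with CCL20 for no effect and DMSO without agonist for full effect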
tim23-1 inh = tim23-1 yeast growth inhibition; S. cerevisiae tim23-1 growth, BacTiter-Glo luminescence, 24 h; inhibition, % at 20 µM; actives 1.3% (n = 330,000); AID 463212;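 active = growth inhibition of the mutant yeast at or above 50%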;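 note: temperature-sensitive mutant grown at 25 °C; plate controls were DMSO-treated mutant yeast for no effect and medium wells lacking yeast for full effect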
EBI2 block = blocks human EBI2 receptor beta-arrestin signaling; P32249; EBI2 beta-arrestin recruitment, luminescence, 7a,25-OHC stimulated; inhibition, % at 5 µM; actives 0.81% (n = 360,000); AID 651636; in the data active = inhibition above about 38%;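 note: enzyme fragment complementation signal reports receptor beta-arrestin coupling in cells; 0% = agonist plus DMSO wells and 100% = wells without agonist; some results beyond the cut were filed as inactive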
CXCR6 block = inhibitors of human CXCR6 receptor | O00574 | CHO-K1 PathHunter CXCR6 beta-arrestin, luminescence | inhibition, % at 20 µM | actives 0.36% (n = 360,000) | AID 602244; in the data active = inhibition above about 34%, passing the limit was not always enough;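 note: antagonist mode with CXCL16 agonist at 10 nM final; 0% = 10 nM CXCL16 with DMSO and 100% = unstimulated wells without agonist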
An asterisk follows results filed as active; . = not tested or not shown. Some of the compounds tested (hit frequency here may not be typical).

Structure	CXCR6 block	APJ antag	UPR XBP1 act	CCR6 antag	tim23-1 inh	UPR CHOP act	EBI2 block	Mdm2 MdmX PPI	APJ ag
NS(=O)(=O)c1ccc(CCNC(=O)CNC(=O)C2CCCCC2)cc1	-2	-2	3	13	2	-2.5	-3	-16	2
Cc1[nH]c2ccccc2c1C(=O)C(=O)NCCCc1ccccc1	-10	12	-4	-4	7	-0.2	4	-1	5
COc1ccc(CC(=O)NCc2nnc(SCC(=O)Nc3nccs3)n2-c2ccccc2)cc1	-1	-5	-1	-2	10	1.2	-6	-22	-2
CN1CCN(c2nc(-c3cccnc3)nc3ccccc23)CC1	-1	-10	0	-10	10	0.8	-9	34	-3
COC(=O)C1=C(C)NC(C)=C(C(=O)OC)C1c1ccc(-c2cc(Cl)ccc2Cl)o1	-12	-7	0	1	9	2.8	9	-24	2
COc1ccc(C)cc1NC(=O)Nc1ccc(Br)cn1	8	14	-1	4	13	-1.1	-2	24	-1
COc1ccc(NC(=O)NCCN2CCN(c3ccc(C)cc3)CC2)c(Cl)c1	5	8	-2	16	7	-0.2	-1	12	-3
Cc1ccc(-c2csc(NC(=O)C3=COCCO3)n2)cc1C	-11	11	2	.	49	2.7	1	-82	0
Cc1cc(N2CCN(S(=O)(=O)c3ccc4c(c3)OCCO4)CC2)n2ncnc2n1	-7	0	0	-5	15	-0.8	-8	6	0
CN(C)S(=O)(=O)c1ccc(NC(=S)NC(=O)Cc2ccccc2)cc1	5	13	1	26	2	2.7	12	-2	-3
CC(=O)OC1COC(N2CCc3ccccc32)C(OC(C)=O)C1OC(C)=O (stereo unspecified)	-3	10	-3	3	-4	0.7	1	23	-5
Cc1cc(C)n(-c2ccc(C(=O)Nc3cccc(S(=O)(=O)N(C)C)c3)cc2)n1	-12	-3	1	-9	14	2.5	-2	36	4
CC(C)NC(=O)c1sc2nc(-c3cccs3)cc(-c3cccs3)c2c1N	.	42*	-2	29	33	0.8	.	15	-17
CCc1ccc(-c2nc(SCC(=O)N3CCOCC3)n[nH]2)cc1	-1	-1	-2	8	11	0.7	-5	17	-1
CCCC(=O)Nc1nc(C)c(-c2csc(Nc3cc(OC)ccc3OC)n2)s1	-2	10	3	-10	24	2.2	-2	39	6
COc1cccc(OC)c1OCCOc1ccc(C(=O)c2ccccc2)cc1	-3	-13	1	23	-4	-0.6	-1	33	-3

Given with values under each structure: twelve of the compounds above
Second line of a record: CXCR6 block, APJ antag, UPR XBP1 act, CCR6 antag, tim23-1 inh, UPR CHOP act, EBI2 block, Mdm2 MdmX PPI, APJ ag
Cc1[nH]c2ccccc2c1C(=O)C(=O)NCCCc1ccccc1
→ -10, 12, -4, -4, 7, -0.2, 4, -1, 5
COc1ccc(CC(=O)NCc2nnc(SCC(=O)Nc3nccs3)n2-c2ccccc2)cc1
→ -1, -5, -1, -2, 10, 1.2, -6, -22, -2
CN1CCN(c2nc(-c3cccnc3)nc3ccccc23)CC1
→ -1, -10, 0, -10, 10, 0.8, -9, 34, -3
COC(=O)C1=C(C)NC(C)=C(C(=O)OC)C1c1ccc(-c2cc(Cl)ccc2Cl)o1
→ -12, -7, 0, 1, 9, 2.8, 9, -24, 2
COc1ccc(C)cc1NC(=O)Nc1ccc(Br)cn1
→ 8, 14, -1, 4, 13, -1.1, -2, 24, -1
COc1ccc(NC(=O)NCCN2CCN(c3ccc(C)cc3)CC2)c(Cl)c1
→ 5, 8, -2, 16, 7, -0.2, -1, 12, -3
Cc1ccc(-c2csc(NC(=O)C3=COCCO3)n2)cc1C
→ -11, 11, 2, ., 49, 2.7, 1, -82, 0
Cc1cc(N2CCN(S(=O)(=O)c3ccc4c(c3)OCCO4)CC2)n2ncnc2n1
→ -7, 0, 0, -5, 15, -0.8, -8, 6, 0
CN(C)S(=O)(=O)c1ccc(NC(=S)NC(=O)Cc2ccccc2)cc1
→ 5, 13, 1, 26, 2, 2.7, 12, -2, -3
CC(=O)OC1COC(N2CCc3ccccc32)C(OC(C)=O)C1OC(C)=O (stereo unspecified)
→ -3, 10, -3, 3, -4, 0.7, 1, 23, -5
Cc1cc(C)n(-c2ccc(C(=O)Nc3cccc(S(=O)(=O)N(C)C)c3)cc2)n1
→ -12, -3, 1, -9, 14, 2.5, -2, 36, 4
CC(C)NC(=O)c1sc2nc(-c3cccs3)cc(-c3cccs3)c2c1N
→ ., 42*, -2, 29, 33, 0.8, ., 15, -17

Additional results:
Structure	CXCR6 block	APJ antag	UPR XBP1 act	CCR6 antag	tim23-1 inh	UPR CHOP act	EBI2 block	Mdm2 MdmX PPI	APJ ag
O=C(CS(=O)(=O)c1ccccc1)Nc1nnc(-c2cccs2)o1	-12	-5	-2	-5	14	0.8	5	10	-6
O=C(Nc1cccc(S(=O)(=O)N2CCCCCC2)c1)c1cncc(Br)c1	3	14	-4	23	30	-0.9	12	31	2
COc1cc(SC)ccc1C(=O)N1CCCc2ccccc21	9	-11	-2	15	33	5.0	1	8	0
CC(C)(C)OC(=O)NOCC(=O)N(CC(=O)c1ccccc1)Cc1ccccc1	0	17	-1	10	19	0.0	-2	0	-2
O=C(CCSc1ccc(Cl)cc1)NCc1ccccn1	-10	-18	1	9	8	1.8	0	15	-1
COC(=O)Nc1ccccc1C(=O)N1CCCCC1	-13	11	0	-2	9	0.5	1	-15	-2
Cc1cccc(C)c1NC(=O)CNC(=O)CCC(=O)c1cccs1	-5	3	-1	12	4	-1.8	-4	21	2
O=C(c1ccc(Br)o1)N1CCN(c2ccccn2)CC1	3	-16	-1	11	9	-1.2	-1	-1	1
COc1ccc(-n2c(=S)[nH]c3c(sc(=S)n3-c3ccccc3)c2=O)c(OC)c1	13	19	1	8	23	2.6	11	12	-1
CCOC(=O)Cc1nnn(CC(=O)OCC)n1	7	8	-4	19	25	-2.8	-4	28	-1
CCOc1ccc(-n2c(SCC(=O)Nc3cc(OC)c([N+](=O)[O-])cc3C)nc3ccccc32)cc1	5	-4	2	14	22	3.0	33	-13	-4
O=C(Cc1ccc(-n2c(=O)c3sccc3n(CC(=O)Nc3ccccc3F)c2=O)cc1)NCc1ccco1	0	1	-3	-4	-36	-0.3	-8	5	-3
Cc1ccc(-c2nn3c(C)nnc3s2)cc1NC(=O)CSc1ccc(Cl)cc1	1	18	0	14	-14	-1.1	-3	10	2
Cc1ccc(-c2cc(C(F)F)n3ncc(C(=O)NCc4ccco4)c3n2)cc1	10	16	1	-5	14	0.8	6	-2	-4
CCCCC1CCC(C(=O)OC(C)C(=O)Nc2ccc(NC(C)=O)cc2)CC1 (stereo unspecified)	-8	-1	-5	9	21	-0.6	-9	0	16
O=C(CCCCCN1C(=O)c2ccccc2C1=O)Nc1nccs1	-1	-9	1	-8	10	-1.1	3	-11	-5
CCOc1ccc(C2NC(=O)C(C#N)=C(S)N2c2ccc(C)cc2)cc1OC (stereo unspecified)	4	4	-1	3	9	-1.7	6	-1	0
CC(C)(C)NC(=O)COc1ccc(CNc2ncn[nH]2)cc1	-1	17	-1	-3	11	1.2	-1	24	0
CC(=O)C1=C(C)OC(N)=C(C#N)C1c1cccnc1 (stereo unspecified)	-13	-7	5	6	5	0.5	-12	12	-3
O=C(CCN1CCN(c2ccccc2F)CC1)Nc1ccc(F)cc1	4	7	-6	10	2	-1.6	0	16	-2
COC(=O)c1ccc(C(=O)OC)c(NC(=S)N2CCN(c3ccc(F)cc3)CC2)c1	3	3	-3	17	5	0.2	-7	23	-1
O=C(NCc1ccco1)c1nc2ccccc2s1	41*	5	0	6	15	5.5	-8	3	-4
Cc1ccc(CSCc2ccc(C(=O)NC3CC3)o2)cc1	-7	11	-4	11	19	1.1	-1	7	3
CCn1nc(C(=O)OCC(=O)c2ccc3c(c2)OCCO3)c2ccccc2c1=O	4	19	-1	11	2	-0.7	-6	20	-14
CC(C)Oc1ccccc1NC(=O)CSc1nccn1C	-1	23	-2	15	5	0.6	6	-5	-2
O=C(OCc1ccccc1Cl)c1ccc(-n2cnnc2)cc1	-5	0	2	19	11	-2.1	-4	-29	-1
CC1CC(=O)Nc2ccccc2S1(=O)=O (stereo unspecified)	7	15	1	-16	10	0.0	-2	-22	-3
Cc1ccc(C(=O)Nc2ccc(C(=O)NCC3CCCO3)cc2)cc1 (stereo unspecified)	-1	22	-2	-7	2	-1.2	7	0	1
CC(C)(C)NC(=O)COC(=O)c1nsc(Cl)c1Cl	-4	3	0	6	26	-0.4	-6	12	-1
CNc1ccc(C(=O)c2ccccc2C(=O)O)cc1[N+](=O)[O-]	8	11	0	13	1	-1.6	-2	8	-3
CCOC(=O)c1ccc(NC(=O)C2(c3ccc(Cl)cc3)CCCC2)cc1	-12	2	0	-2	-7	-1.3	7	11	0
Cn1c(-c2ccc(Br)cc2)cnc1NCc1cccnc1	8	7	1	15	7	-0.5	-10	5	0
O=C(O)CNS(=O)(=O)c1ccc(Br)s1	-1	19	-4	-5	12	1.2	-4	30	0
CSCC[C@H](NC(=O)C1CCCC1)c1nc2ccccc2[nH]1	-8	11	-1	3	11	-2.5	-14	-3	-3
COC(=O)c1ccccc1NC(=O)NC1CCC(C)CC1 (stereo unspecified)	-8	-1	2	-3	34	2.7	-15	-4	-4
CCO[C@H]1OC(C(=O)NCc2nc3ccccc3[nH]2)=C[C@@H](C)[C@@H]1CCCO	-3	16	0	8	-9	-0.8	2	12	-1
O=C(OCC(=O)c1ccccc1)C1=NN(c2ccccc2)C(=O)CC1	3	1	1	9	-13	0.4	-7	6	-3
COCCN(CCOC)c1ncnc2c1cnn2-c1ccc(Cl)cc1	7	-20	1	-4	18	3.3	3	-23	-3
Cc1ccc(N=CC=C2OC(C)(C)C(C)(C)O2)c(C)c1	1	-15	-1	0	9	4.7	-4	3	-1
Cc1ccccc1-n1c(SCC(=O)O)nc2sc3c(c2c1=O)CCCC3	5	7	-2	2	8	0.5	7	-12	-2
COc1ccccc1C(=O)NC(=S)Nc1ccc(N2CCOCC2)c(Cl)c1	8	-3	6	9	4	2.0	28	2	-3
O=C1c2ccccc2NC(c2ccccn2)N1NS(=O)(=O)c1ccccc1 (stereo unspecified)	8	-3	-3	5	6	0.4	-12	-5	-1
CN1C(=O)C(O)(CC(=O)c2ccncc2)c2ccccc21 (stereo unspecified)	-7	9	0	8	8	4.0	-1	2	1
